High-throughput results as filed in PubChem.
PI5P4K alpha inh – inhibitors of human PI5P4K alpha; hit rate 1.2% among 330,000; max response, %; PI5P4Kalpha enzyme, ADP-Glo luminescence, 60 min; hits give low values; P48426; active means max response of -50% or lower; inconclusive means between -30% and -50%; inactive means -30% or higher; further: value at the top dose of about 77 µM; on the % scale 0 is the no-effect control and ±100 the full control effect
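Compounds were pin-transferred onto PI5P4Kalpha and substrate in HEPES pH 7.4 buffer with EGTA, CHAPS and 5% DMSO. ATP (5 microM final) started the reaction, which ran 60 minutes at room temperature before ADP-Glo detection.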
FUS yeast rescue – suppressors of FUS proteinopathy in yeast; hit rate 0.24% among 390,000; S. cerevisiae FUS-expressing, growth rescue, OD600, 24 h; Potency, µM (titrated, usually from 76.6 µM), inactives show top-dose growth rescue (activation), most hits filed as activators;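 further: potency means the concentration at half of the fitted maximal effect; plate controls were DMSO vehicle for no effect and reference control for full effect; nearly all actives have a fitted effect of over 55% in size; some results filed as inactive show a strong effect at the top dose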
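S. cerevisiae expressing FUS from galactose induction served as the toxicity model. Growth after 24hr at 30C, read as absorbance at 600 nm, indicates suppression of toxicity; compounds dosed at several concentrations.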
EPAC1 antagonist – EPAC1 (human) antagonism; O95398; EPAC1 GEF assay, Rap1b-BODIPY-GDP exchange fluorescence; Potency, µM (series often up to 115 µM), without a hit: at the top dose activity change, negative = inhibition, hits mostly inhibitors; hit rate 0.14% among 360,000; AID 720709;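 further: potency means the concentration at half of the fitted maximal effect; plate controls were vehicle for no effect and positive control for full effect; nearly all actives have a fitted effect of over 50% in size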
Target sequence (O95398 whole entry, looked up): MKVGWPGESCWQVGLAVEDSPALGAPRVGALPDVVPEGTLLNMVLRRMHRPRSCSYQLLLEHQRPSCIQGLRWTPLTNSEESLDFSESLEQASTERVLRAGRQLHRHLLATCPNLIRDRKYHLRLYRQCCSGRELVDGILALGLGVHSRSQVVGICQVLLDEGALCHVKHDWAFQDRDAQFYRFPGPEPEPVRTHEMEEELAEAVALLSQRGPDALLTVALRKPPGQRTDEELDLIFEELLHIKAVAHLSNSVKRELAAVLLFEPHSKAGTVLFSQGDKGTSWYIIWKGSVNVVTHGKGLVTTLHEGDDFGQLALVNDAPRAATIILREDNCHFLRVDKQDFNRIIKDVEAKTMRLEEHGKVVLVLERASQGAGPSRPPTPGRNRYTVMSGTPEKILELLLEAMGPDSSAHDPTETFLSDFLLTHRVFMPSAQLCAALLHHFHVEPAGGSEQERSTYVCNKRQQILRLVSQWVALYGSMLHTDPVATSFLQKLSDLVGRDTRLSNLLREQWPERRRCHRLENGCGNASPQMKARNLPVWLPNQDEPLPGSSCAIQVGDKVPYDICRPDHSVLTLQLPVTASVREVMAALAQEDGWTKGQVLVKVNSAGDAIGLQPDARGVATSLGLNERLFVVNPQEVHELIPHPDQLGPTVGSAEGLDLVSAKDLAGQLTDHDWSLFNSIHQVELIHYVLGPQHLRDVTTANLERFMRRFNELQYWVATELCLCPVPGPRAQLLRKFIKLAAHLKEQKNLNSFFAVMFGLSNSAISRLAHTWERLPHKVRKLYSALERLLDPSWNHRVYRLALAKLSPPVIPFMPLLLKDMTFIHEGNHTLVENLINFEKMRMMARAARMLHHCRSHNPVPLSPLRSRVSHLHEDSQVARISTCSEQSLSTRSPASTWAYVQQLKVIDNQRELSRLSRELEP
PLK1 PBD inh – blocks phosphopeptide binding to human PLK1 polo-box domain. Plk1 PBD binding of FITC phosphopeptide, fluorescence polarization. hit rate 2.8% among 360,000. AID 720504. Potency, µM, for the others: max response, negative = inhibition, hits mostly inhibitors; further: potency means the concentration at half of the fitted maximal effect; series mostly up to about 57 µM; on the % scale 0 is the no-effect control and ±100 the full control effect; nearly all actives have a fitted effect of over 65% in size
aSyn yeast inh – alpha-synuclein toxicity inhibition in yeast. Yeast expressing alpha-synuclein, growth rescue, BacTiter-Glo, 24 h. Potency, µM (titrated, usually from 46.1 µM), for the others: at the highest dose growth rescue (activation), most hits filed as activators. hit rate 0.14% among 370,000; further: potency means the concentration at half of the fitted maximal effect; % of control where 0% means no effect; nearly all actives have a fitted effect of over 65% in size
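Readout is rescue of growth in alpha-synuclein-expressing yeast, so inhibitors of toxicity appear as activators. Growth after 24 hr at 30 deg C in galactose medium is quantified by luminescence.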
EPAC1 agonist – agonists of human EPAC1 | O95398 | EPAC1 agonist qHTS, biochemical assay; response scale: 100% = response to 6.5 mM cAMP | Potency, µM (top dose mostly 154 µM), without a hit: top-dose activation, actives largely listed as activators | hit rate 0.073% among 360,000 | AID 720707; further: potency means the concentration at half of the fitted maximal effect; nearly all actives have a fitted effect of over 60% in size
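Nucleotide exchange assay: 100 nM EPAC1 with 250 nM Rap1B loaded with BODIPY-GDP and 50 uM GDP, room temperature. Fluorescence (480/540 nm) read every 5 min for 30 min; signal change normalized to 6.5 mM cAMP as full agonist.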
IL-2 act – activators of IL-2; AID 652025; activation, % (series mostly up to about 46 µM); hit rate 0.065% among 360,000; IL-2 activation reporter assay, cell-based qHTS; stimulated with anti-CD3/CD4/CD28 beads; in transgenic mouse T cells; in the data active means activation above about 50%; inconclusive means mostly about 30% to 49%; further: 0% is about no effect
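Screening format: compound pinned onto unstimulated transgenic mouse T cells, 60 min incubation, then anti-CD3/anti-CD4/anti-CD28 bead stimulation for 18 hours at 37 degrees C, followed by EGFP and DsRed detection.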
WRN inhibitor – blocks human WRN helicase. Q14191. WRN helicase unwinding, fluorescent forked duplex, kinetic. Potency, µM (highest dose often 114 µM), for the others: at the highest dose activity change, negative = inhibition, usual class: inhibitors. hit rate 0.46% among 360,000. AID 651768; further: potency means the concentration at half of the fitted maximal effect; on the % scale 0 is the no-effect control and ±100 the full control effect; nearly all actives have a fitted effect of over 55% in size
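WRN at 20 nM final preincubated with compound 15 min at room temperature; reaction started with 100 nM fluorophore/quencher forked duplex oligonucleotide and 2 mM ATP final. Unwinding followed kinetically by red fluorescence (ex 525, em 598 nm).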
Abeta rescue – restores growth of yeast expressing A-beta42 peptide; yeast expressing A-beta42, growth rescue, OD600, 48 h; response scale: 0% DMSO, 100% iron-clioquinol control; Potency, µM (top dose mostly 46.1 µM), without a hit: at the highest dose growth rescue, most hits filed as activators; hit rate 0.063% among 410,000; further: potency means the concentration at half of the fitted maximal effect; nearly all actives have a fitted effect of over 55% in size
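Growth rescue measured by 600 nm absorbance after 48 h yeast culture at 30 C with compound. Values normalized between DMSO and an equimolar ferric chloride plus clioquinol control.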
An asterisk follows results filed as active; ? = inconclusive; · = no result given; & = joins results of further samples; [ ] = remark or other dose. Unless noted, the call rests on the fitted dose curve; in most records, active means well fitted curve in the direction sought with a large enough effect; inconclusive means small, poorly fitted or top-dose-only effect, or another doubt; inactive means no such curve, though single readings can be large; an effect the other way counts as inactive or inconclusive.

SMILES	PI5P4K alpha inh	FUS yeast rescue	EPAC1 antagonist	PLK1 PBD inh	aSyn yeast inh	EPAC1 agonist	IL-2 act	WRN inhibitor	Abeta rescue
O=C(CCCOc1ccc(Cl)cc1)N1CCCCCC1	·	29%	0%	-10%	26%	0%	2.0	4%	-9%
O=C(c1cccs1)n1nc(-c2ccco2)nc1SCc1ccccc1	·	2%	-10%	-14%	8%	2%	-3.0	7%	4%
N#Cc1c(NC(=O)CCn2cnc3ccccc3c2=O)oc(-c2ccccc2)c1-c1ccccc1	2	42%	-7%	-2%&1%	16%	17%	-0.1	-9%	24%
CCc1ccc(C(=O)NC(=S)Nc2ccc3c(c2)OCCO3)cc1	1	-2%	-21%	-5%	-17%	18%	-0.2	-11%	8%
CCN(c1ccccc1C)S(=O)(=O)c1cc2c3c(c1)CCN3C(=O)CC2	-14	14%	7%	1%	10%	7%	-4.3	2%	-6%
O/N=C1\CCC\C1=C/c1ccco1	·	12%	10%	-3%	1%	0%	0.4	-8%[57.1 µM]	15%
COc1ccc(NC(=O)CN(C)C(=O)CNC(=O)c2ccc3ccccc3c2)cc1	7	40%	13%	-2%	1%	2%	-2.8	2%	4%
CN1CCN(c2ccc(S(=O)(=O)Nc3ccccc3)cc2[N+](=O)[O-])CC1	-1	·	?	-12%	-3%	-10%	-0.3	0%	-9%
CC1(c2nnc(Cc3ccccc3)o2)CC(c2cccc([N+](=O)[O-])c2)=NO1 (stereo not drawn)	8	-10%	-1%	-19%	1%	8%	0.3	-8%	3%
CC(=O)Nc1cc(-c2cccc(C)c2)cn2c(-c3ccc(S(C)(=O)=O)cc3)cnc12	-2	?	-29%	-29%	11%	-7%	-0.6	-1%[57.1 µM]	-3%
CC1(C)CC(=O)C2=C(C1)OC(N)=C(C#N)C2c1ccc2c(c1)OCO2 (stereo not drawn)	1	9%	-20%	-28%	0%	3%	0.6	0%	22%
CC(=O)Nc1cccc(-c2cc(NC(C)=O)c3ncc(-c4ccc(C(C)=O)cc4)n3c2)c1	3	9%	0%	1%	2%	-5%	-0.5	-7%	-5%
COc1cccc(-c2cnc(C(O)c3c(C)cccc3C)[nH]2)c1 (stereo not drawn)	-3	-16%	1%	-10%	-1%	-4%	0.6	2%[57.1 µM]	2%
CC(C)CN(Cc1c(O)ccc2c3c(c(=O)oc12)CCC3)CC(C)C	·	-9%	2%	-3%	-2%	-2%	-3.2	-5%	2%
C[C@]12C(=O)N(c3ccc(C(F)(F)F)cc3)C(=O)N1[C@@H]1c3ccccc3OC[C@@H]1[C@H]2c1ccccc1	-2	29%	-22%	-11%	1%	-6%	-0.6	-3%	0%
C=C(C)c1cccc(C(C)(C)NC(=O)N2CCC(C)CC2)c1	-5	·	8%	0%	13%	1%	-0.5	3%	7%
Cc1ccc(S(=O)(=O)N(C)C[C@H]2Oc3cc(C#CC4CCCC4)ccc3S(=O)(=O)N([C@H](C)CO)C[C@H]2C)cc1	4	?	5%	-1%	2%	-10%	-0.9	-2%	3%
COc1ccc(C)cc1S(=O)(=O)N1CCCC(C(=O)NCC2CCCO2)C1 (stereo not drawn)	·	-16%	-10%	-7%	-1%	15%	-1.4	1%	0%
COCc1cc(C)nc2sc(C(=O)N3CCN(c4ccccc4)CC3)c(N)c12	7	26%	-14%	-5%	2%	-3%	-3.3	-11%	-3%
c1csc(C(c2nnnn2C2CCCCC2)N2CCN(c3nc4ccccc4s3)CC2)c1 (stereo not drawn)	3	7%	-7%	-1%	0%	-4%	0.4	-14%	-11%
COc1ccc(CCNc2nc(-c3ccco3)cc(C(F)(F)F)n2)cc1OC	12	11%	-1%	0%	-4%	11%	-2.4	1%	8%
CCOc1ccc(N2C(=O)C(CC(=O)Nc3ccc(F)cc3)N(Cc3ccccn3)C2=S)cc1 (stereo not drawn)	-20	23%	-14%	-5%	3%	1%	-3.1	-11%	-8%
COc1cccc(C(C[N+](=O)[O-])c2c(C)[nH]n(-c3ccccc3)c2=O)c1 (stereo not drawn)	-14	16%	?	30µM*	-1%	-6%	-3.2	-26%	3%
CSc1nsc(NC(=O)Cc2ccccc2)n1	·	-18%	2%	-4%	-28%	7%	-1.9	-8%[57.1 µM]	15%
COc1cccc(/C=N/NC(=O)c2[nH]nc3c2CCc2ccccc2-3)c1O	-53*	6%	?	-8%	-1%	15%	-0.1	25µM*	-16%
SMILES	PI5P4K alpha inh	FUS yeast rescue	EPAC1 antagonist	PLK1 PBD inh	aSyn yeast inh	EPAC1 agonist	IL-2 act	WRN inhibitor	Abeta rescue
CCOC(=O)Cc1csc(N/N=C\c2cccc(Br)c2)n1	-22	26%	14%	24µM*	1%	-5%	-4.9	1%	3%
Cc1ccc(C(=O)NCC(=O)N/N=C/c2cccs2)cc1C	-3	-21%	-1%	7%	-2%	-3%	-1.5	2%	-1%
Cc1cc(/C=C2\C(=N)N3N=C(S(C)(=O)=O)SC3=NC2=O)c(C)n1Cc1ccccc1	-22	14%	-4%	27µM*	-9%	1%	-1.6	?	-15%
Cc1ccc2c(c1)NC(=O)C(CC(=O)NCCCN1CCCCC1C)O2 (stereo not drawn)	-4	-12%	?	-19%	-6%	-8%	-2.9	0%	-3%
Cc1ccc(S(=O)(=O)Nc2cc(C)cn(Cc3ccc(F)cc3)c2=O)cc1	7	20%	-5%	3%	3%	-15%	-0.5	4%	16%
COc1ccc(/C(N)=N/OC(=O)CCC2CCCC2)cc1	27	5%	12%	1%	-8%	6%	-4.8	3%	23%
CC(=O)NCCC(=O)Nc1ccc(F)cc1C	-9	-54%[inhibitor]	-15%	-6%	-1%	10%	-3.2	-21%	7%[9.22 µM]
COc1ccc2nc(SCC(=O)NCc3ccc4c(c3)OCO4)[nH]c2c1	-2	·	-2%	-4%	-5%	-10%	0.6	-18%	25%
Cc1ccc(Cn2cc(CN3CC(N4CCN(C5CCN(C)CC5)CC4)CS3(=O)=O)nn2)cc1 (stereo not drawn)	2	2%	-1%	-8%	2%	3%	-0.7	-6%	-8%
Cc1c(C2C(C#N)=C(N)N(c3ccccc3C#N)C3=C2C(=O)CCC3)cnn1C (stereo not drawn)	-4	-4%	12%	1%	0%	5%	0.9	-18%[57.1 µM]	29%
CC(C)c1ccc(S(=O)(=O)N2CCN(C(=O)c3ccncc3)CC2)cc1	1	-5%	-1%	-15%	0%	15%	0.3	5%	4%
O=C(CCC1(C(=O)O)CCC(=O)NC1)NCc1ccccc1 (stereo not drawn)	·	-6%	6%	-3%	-10%	3%	0.1	2%	3%
CCC(=O)Nc1ccc(N2CCOCC2)c(S(=O)(=O)Nc2ccc(OC)cc2)c1	-3	-3%	-9%	-11%	0%	-4%	1.1	-6%	-6%
COc1ccc2c(-c3ccc(OCCN4CCCCC4)cc3)c(-c3ccccc3OC)sc2c1	18	?	-1%	-13%	-23%	17%	-0.9	-8%	-10%
CC(=O)Nc1ccc(NC(=O)C(C)OC(=O)C2CCC2)cc1 (stereo not drawn)	1	-3%	-10%	-1%	0%	-25%	-0.8	-9%	12%
C=CCNc1nc(Nc2ccc([N+](=O)[O-])cc2)nc(N2CCCC2)n1	5	14%	-12%	-23%	14%	6%	-4.6	-3%[57.1 µM]	28%
CCNS(=O)(=O)c1ccc(C(=O)Nc2ccccc2)cc1	·	8%	-6%	-5%	0%	2%	0.9	-3%	2%
Cc1ccc(N2C(=O)c3cccc([N+](=O)[O-])c3C2=O)cc1C	-8	13%	-24%	-20%	11%	3%	0.1	-1%	-9%
CN(CC(O)COC(c1ccccc1)c1ccccc1)C1CCCCC1 (stereo not drawn)	5	36%	1%	-9%	-6%	-1%	0.2	7%	-5%
O=C(/C=C/c1ccco1)N/C(=C\c1ccccc1)C(=O)NCCc1nc2ccccc2[nH]1	8	·	-11%	-6%	3%	0%	-0.6	3%	0%
CC#CCCCC(=O)Nc1ccccc1C(=O)O	1	9%	-13%	-5%	0%	0%	-2.1	4%	21%
COc1ccc(NC(=O)c2ccc(CN3CCc4ccccc4C3)cc2)c(OC)c1	-23	-11%	19%	2%	5%	-3%	0.2	-7%	-2%
CCOC(=O)C1(CCc2ccccc2)CCN(C(=O)CCc2cnccn2)CC1	0	19%	1%	0%	2%	-9%	-2.0	1%	9%
Nc1nnc(CC(=O)N/N=C\c2cc([N+](=O)[O-])ccc2O)s1	-23	4%	-9%	-8%	-18%	4%	-0.4	-14%	-40%
CCOC(=O)C1CCCN(S(=O)(=O)c2cccc3cccnc23)C1 (stereo not drawn)	-9	1%	11%	-8%	-10%	0%	-2.1	-5%	4%
COc1ccc(C)cc1NC(=O)CCc1c(C)nn(-c2ccc(N3CCCCC3)nn2)c1C	1	30%&32%	1%	-9%	-1%	-1%	-4.6	-2%	-1%&0%
CC(=O)Nc1ccc(NC(=O)C(C)OC(=O)/C=C/c2ccc3c(c2)OCO3)cc1 (stereo not drawn)	-6	4%	-5%	-1%	-5%	-6%	-3.8	5%	-7%
CCC(=O)NCCNc1nc2cc(C)cc(C)c2cc1C#N	-1	2%	-12%	-9%	4%	2%	-0.5	3%	-9%
COCCN(CC(=O)NC1CCCCC1)C(=O)CSc1nc2ccccc2o1	1	12%	-14%	-5%	-1%	0%	0.5	-3%	18%

Part of the list above in order of molar mass, rising:
SMILES	PI5P4K alpha inh	FUS yeast rescue	EPAC1 antagonist	PLK1 PBD inh	aSyn yeast inh	EPAC1 agonist	IL-2 act	WRN inhibitor	Abeta rescue
CC(=O)NCCC(=O)Nc1ccc(F)cc1C	-9	-54%[inhibitor]	-15%	-6%	-1%	10%	-3.2	-21%	7%[9.22 µM]
CCOC(=O)Cc1csc(N/N=C\c2cccc(Br)c2)n1	-22	26%	14%	24µM*	1%	-5%	-4.9	1%	3%
O=C(/C=C/c1ccco1)N/C(=C\c1ccccc1)C(=O)NCCc1nc2ccccc2[nH]1	8	·	-11%	-6%	3%	0%	-0.6	3%	0%
